EPAC1 antagonist: blocks human EPAC1 exchange factor | O95398 | EPAC1 GEF assay, Rap1b-BODIPY-GDP exchange fluorescence | Potency, µM (top dose mostly 115 µM), inactives show top-dose activity change, negative = inhibition, actives largely listed as inhibitors | 360,000 compounds, 0.14% hits | AID 720709;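 further: potency means the concentration at half of the fitted maximal effect; plate controls were vehicle for no effect and positive control for full effect; nearly all actives have a fitted effect of over 50% in size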
Target sequence (O95398 whole entry, looked up): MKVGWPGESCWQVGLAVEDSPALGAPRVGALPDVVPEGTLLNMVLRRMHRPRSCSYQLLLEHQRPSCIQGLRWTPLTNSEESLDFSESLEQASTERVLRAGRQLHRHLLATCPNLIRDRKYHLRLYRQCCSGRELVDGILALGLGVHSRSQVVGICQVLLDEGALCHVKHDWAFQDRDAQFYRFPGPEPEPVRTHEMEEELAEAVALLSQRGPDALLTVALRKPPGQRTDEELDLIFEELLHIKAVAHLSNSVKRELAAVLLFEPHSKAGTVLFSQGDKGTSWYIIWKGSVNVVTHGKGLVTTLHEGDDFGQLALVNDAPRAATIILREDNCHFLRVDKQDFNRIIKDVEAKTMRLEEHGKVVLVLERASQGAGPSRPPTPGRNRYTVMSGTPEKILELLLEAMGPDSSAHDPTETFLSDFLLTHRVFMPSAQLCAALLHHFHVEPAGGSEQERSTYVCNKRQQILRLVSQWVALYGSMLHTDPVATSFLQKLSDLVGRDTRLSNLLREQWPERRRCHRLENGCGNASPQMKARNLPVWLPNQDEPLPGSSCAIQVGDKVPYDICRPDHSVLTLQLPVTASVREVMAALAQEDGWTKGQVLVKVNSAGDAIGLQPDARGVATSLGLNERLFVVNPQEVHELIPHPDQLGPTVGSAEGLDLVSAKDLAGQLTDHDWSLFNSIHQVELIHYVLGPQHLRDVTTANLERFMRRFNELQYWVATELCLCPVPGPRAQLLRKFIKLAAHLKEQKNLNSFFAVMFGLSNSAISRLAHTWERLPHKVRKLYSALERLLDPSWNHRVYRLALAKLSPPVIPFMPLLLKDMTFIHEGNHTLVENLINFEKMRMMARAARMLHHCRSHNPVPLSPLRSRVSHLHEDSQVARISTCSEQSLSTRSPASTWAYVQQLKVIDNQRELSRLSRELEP
PLK1 PBD block: blocks phosphopeptide binding to human PLK1 polo-box domain. 360,000 compounds, 2.8% hits. AID 720504. Plk1 PBD binding of FITC phosphopeptide, fluorescence polarization. Potency, µM, without a hit: max response, negative = inhibition, hits mostly inhibitors; further: potency means the concentration at half of the fitted maximal effect; series mostly up to about 57 µM; on the % scale 0 is the no-effect control and ±100 the full control effect; nearly all actives have a fitted effect of over 65% in size
CCT chaperon mod: cytosolic chaperonin activity modulation; activity change, % (no concentration beside the values), hits read low; purified chaperonin ATPase assay, HTRF ADP detection, 30 min; 360,000 compounds, 0.3% hits; in the data active means activity change below about -30%; further: on the % scale 0 is the no-effect control and ±100 the full control effect
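First, chaperonin was dispensed at 40 nM or 20 nM final depending on batch activity. Next, compounds were pinned at 76 uM and ATP added at 10 uM. After 30 min at 37 °C, ADP detection reagents ran 30 min at ambient temperature.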
WRN inhibitor: WRN helicase (human) inhibition; WRN helicase unwinding, fluorescent forked duplex, kinetic; Potency, µM (titrated, usually from 114 µM), inactives show top-dose activity change, negative = inhibition, most hits filed as inhibitors; Q14191; 360,000 compounds, 0.46% hits; further: potency means the concentration at half of the fitted maximal effect; on the % scale 0 is the no-effect control and ±100 the full control effect; nearly all actives have a fitted effect of over 55% in size
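Kinetic fluorescence helicase assay: unwinding of a quenched forked DNA duplex (100 nM final) with 2 mM ATP final raises red fluorescence (525/598 nm). Compounds sat 15 min at room temperature with 20 nM WRN beforehand.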
IL-2 act: activators of IL-2 | IL-2 activation reporter assay, cell-based qHTS; stimulated with anti-CD3/CD4/CD28 beads; in transgenic mouse T cells | activation, % (series mostly up to about 46 µM) | 360,000 compounds, 0.065% hits; in the data active means activation above about 50%; inconclusive means mostly about 30% to 49%; further: 0% is about no effect
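Using fluorescent plate cytometry, EGFP and DsRed are detected in transgenic mouse T cells stimulated 18 h at 37 degrees C with antibody-coated beads after 60 min compound pretreatment.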
PI5P4K alpha inh: blocks human PI5P4K alpha kinase activity; 330,000 compounds, 1.2% hits; AID 652105; P48426; max response, %; PI5P4Kalpha enzyme, ADP-Glo luminescence, 60 min; hits give low values; active means max response of -50% or lower; inconclusive means between -30% and -50%; inactive means -30% or higher; further: value at the top dose of about 77 µM; on the % scale 0 is the no-effect control and ±100 the full control effect
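PI5P4Kalpha ADP-Glo assay; 5 microM ATP final; 60 min RT reaction; HEPES pH 7.4/EGTA/CHAPS, 5% DMSO; controls lacking substrate or enzyme; luminescent end-point.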
EPAC2 agonist: EPAC2 (human) agonism; Q8WZA2; EPAC2 activation, biochemical qHTS; response scale: 100% = 6.5 mM cAMP response; Potency, µM (highest dose often 154 µM), without a hit: at the highest dose activation, usual class: activators; 360,000 compounds, 0.079% hits; AID 720711; further: potency means the concentration at half of the fitted maximal effect; nearly all actives have a fitted effect of over 50% in size
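Compounds were titrated in qHTS against a Rap1B-BODIPY-GDP (250 nM) complex with EPAC2 (100 nM) and GDP (50 uM). BODIPY-GDP release tracked at 480/540 nm over 30 min at room temperature, normalized to 6.5 mM cAMP.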
EPAC1 ag: activates human EPAC1 exchange factor; AID 720707; EPAC1 agonist qHTS, biochemical assay; response scale: 100% = response to 6.5 mM cAMP; Potency, µM (doses to about 154 µM), for inactives: at the highest dose activation, actives largely listed as activators; 360,000 compounds, 0.073% hits; O95398; further: potency means the concentration at half of the fitted maximal effect; nearly all actives have a fitted effect of over 60% in size
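Nucleotide exchange assay: 100 nM EPAC1 with 250 nM Rap1B loaded with BODIPY-GDP and 50 uM GDP, room temperature. Fluorescence (480/540 nm) read every 5 min for 30 min; signal change normalized to 6.5 mM cAMP as full agonist.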
Starred values were filed as active, the others as inactive; ? = inconclusive; · = not tested or not shown; [ ] = dose if it differs, or a comment. Unless noted, the call rests on the fitted dose curve; in most records, active means well fitted curve in the direction sought with a large enough effect; inconclusive means small, poorly fitted or top-dose-only effect, or another doubt; inactive means no such curve, though single readings can be large; an effect the other way counts as inactive or inconclusive. Some of the compounds tested. The share of hits here may be higher or lower than overall.

SMILES	EPAC1 antagonist	PLK1 PBD block	CCT chaperon mod	WRN inhibitor	IL-2 act	PI5P4K alpha inh	EPAC2 agonist	EPAC1 ag
COc1ccc(S(=O)(=O)Nc2ccc(Cc3ccncc3)cc2)cc1OC	-12%	-5%	-1.5	-2%	-3.5	0	5%	1%
COc1ccccc1NC(=O)COC(=O)c1cc2c(s1)CCC2	-14%	?	-1.5	?	2.2	?	6%	6%
Cc1ccc(NC(=O)N(C)c2ccccc2)cc1	-6%	-2%	-0.6	0%	-1.7	1	7%	14%
O=C(NCc1ccco1)c1ccc(Br)s1	5%	-9%	-0.4	-10%	-1.0	·	1%	5%
COC(=O)C1=CN(Cc2ccc(OC)c(OC)c2)C=C(C(=O)OC)C1c1ccc(O)cc1	5%	-1%	0.7	7%	0.0	-11	15%	-11%
CC1Sc2ccc(S(=O)(=O)CCC(=O)NC3CCCCC3C)cc2NC1=O (stereo not given)	-2%	-16%	2.1	-2%	1.1	3	11%	14%
Cc1ccc(S(=O)(=O)N2CCCC2CNC(=O)C(=O)Nc2ccc(F)cc2)cc1 (stereo not given)	-4%	-1%	-3.5	-7%	-2.0	-7	2%	7%
Cc1nnc(SCC(=O)NC(=O)Nc2ccc3c(c2)OCCO3)s1	-29%	-10%	-5.9	9%	-1.8	2	8%	-1%
CCN(CC)S(=O)(=O)c1cc(C(=O)Oc2ccccc2OC)ccc1OC	-15%	-1%	2.6	-4%	-2.5	·	2%	27%
O=C(Cc1ccccc1)Nc1cc2c(cc1Cl)OCCCO2	2%	2%	-3.0	10%	-2.5	0	2%	-3%
CCn1c(SCC(=O)Nc2oc(-c3ccccc3)c(-c3ccccc3)c2C#N)nnc1-c1cc(OC)cc(OC)c1	1%	-7%	-1.8	-21%	-0.3	·	10%	-2%
c1csc(-c2nnc(N3CCCCCC3)c3ccccc23)c1	-2%	-4%	0.9	-8%	-3.7	16	2%	-2%
CCN(CCC(=O)O)c1ccccc1	-12%	-4%	2.1	7%	0.4	2	-3%	0%
O=S(=O)(c1ccc(F)cc1)n1ccc(-c2cccc(OCc3c(F)cccc3Cl)c2)n1	-5%	0%	-0.9	1%	-0.5	·	6%	10%
O=C(NC(=S)NNC(=O)c1cccs1)c1ccco1	12%	-5%	1.4	3%	3.9	·	-6%	-2%
CCN1C(=O)[C@H]2[C@@H](c3ccc(-c4ccccc4)cc3)N[C@@](C)(C(=O)OC)[C@H]2C1=O	-1%	-8%	0.6	11%	-3.0	-1	3%	-13%
COCCN(CC(=O)Nc1ccccc1C(F)(F)F)C(=O)/C=C/c1cc(Cl)c2c(c1)OCO2	-4%	-6%	-0.8	5%	0.2	-10	12%	1%
CCOC(=O)CC12CN3CN(C1)CC(CC(=O)OCC)(C3)C2=O	6%	-1%	0.3	-4%	-1.3	·	7%	5%
COc1cccc(OCC(=O)Nc2c3c(nn2-c2ccc(F)cc2)CS(=O)(=O)C3)c1	-5%	-3%	0.6	-9%	-2.1	9	-3%	4%
O=C(O)CCN1C(=O)CC(N2C(=O)/C(=C/c3ccc(Cl)cc3)SC2=S)C1=O (stereo not given)	-12%	24µM*	1.5	-15%	2.6	1	1%	-2%
CCOC(=O)CSc1nnc(-c2ccoc2C)n1-c1ccc(C)cc1	-1%	1%	-0.2	0%	1.1	·	3%	-6%
C/C=C1\COC(C(=O)NCc2ccccc2)(C(F)(F)F)C=C1C=C1CCCCC1 (stereo not given)	-6%	-14%	-0.7	-3%	-0.6	2	1%	-15%
Cc1nc(N2CCN(c3ccccn3)CC2)c2c(C)c(C(=O)Nc3ccc(F)cc3F)sc2n1	-16%	0%	0.8	5%	5.7	0	9%	3%
CCCCN(CC)CCNC(=O)Cn1cnc2sc(C)c(S(=O)(=O)N3CCC(C)CC3)c2c1=O	-27%	-17%	-4.3	12%	0.1	0	1%	4%
Cc1ccccc1NC(=O)c1cc2ccccn2n1	5%	-1%	1.1	-6%	0.2	-5	2%	-8%
CC(C)NC(=O)CCS(=O)(=O)c1cccc2nonc12	9%	0%	1.6	-4%	-1.6	3	3%	-4%
O=C(CSc1nc(=O)n2ccccc2n1)N1CCCc2ccccc21	-14%	-1%	-1.0	-10%	-4.9	-5	-1%	7%
COc1cc(C)c(CN2CCN(C(C)C(=O)NC(C)c3ccccc3)CC2)cc1OC (stereo not given)	-8%	-9%	-0.9	2%	-0.4	-1	8%	4%
CN(CC(=O)O/N=C(\N)c1ccc([N+](=O)[O-])cc1)S(=O)(=O)c1ccc2ccccc2c1	-1%	-2%	-1.2	-4%	0.2	·	2%	3%
O=C(CSc1nc2ccccc2c(=O)[nH]1)N1CCCCC1	-14%	-5%	-1.3	-7%	-2.5	-2	1%	-16%
N=C1N(/N=C/c2ccccc2)C(=Nc2ccccc2)C(=S)N1c1ccccc1	3%	2%	1.3	6%	1.2	-2	1%	-3%
CCCCn1c(=O)n(Cc2cccc(F)c2)c(=O)c2c1ncn2Cc1ccco1	-21%	?	-0.5	-5%	-0.1	6	7%	8%
O=S1(=O)C=C[C@H](COCc2ccccc2)N1	3%	-6%	0.2	-6%	-0.6	-2	5%	12%
COc1ccc(C(=O)CN2CCN(c3ccc(F)cc3)CC2)cc1	-18%	-6%	-14	1%	-2.3	4	-1%	9%
COc1ccc(CNCc2cc3c(C(C)(C)C)nn(-c4ccccc4)c3[nH]c2=O)cc1	-14%	1%	-1.4	-7%	-3.2	·	-13%	4%
COC(=O)C(NC(=O)C(NC(=O)c1ccccc1)C(C)C)C(C)C (stereo not given)	13%	1%	0.8	7%	-3.0	·	4%	-2%
O=C(Nc1ccc(F)cc1F)c1c(C(F)(F)F)ccnc1Oc1cccc(C(F)(F)F)c1	-13%	-4%	-2.5	-4%	-2.0	2	-8%	-11%
O=C(c1cc2ccccc2[nH]1)N1CCOCC1	6%	0%	-2.0	-12%	0.3	2	0%	2%
CCCn1ncc(CN2CCN(Cc3ccsc3)C(CCO)C2)c1C (stereo not given)	-23%	-9%	1.7	4%[57.1 µM]	-1.9	-4	6%	11%
Cc1ccc(/C=N/Nc2ccc(C(=O)O)cc2)s1	-9%	-26%	0.8	-35%	4.4	-23	1%	0%
O=S1(=O)N=C(Nc2ccc(N3CCOCC3)cc2)c2ccccc21	7%	-2%	1.9	6%	-2.8	·	-2%	-3%
Cc1cc(C)n(Cc2cnc(N3CCOCC3)s2)n1	-4%	-2%	-1.0	1%	-0.6	-5	2%	8%
Cc1ccccc1S(=O)(=O)N1C[C@H]2CON(C)[C@H]2C[C@H]1c1cccc(-c2ccccc2)c1	-7%	0%	-2.1	-7%	-0.2	9	3%	11%
COc1cccc(-n2c(SCC(N)=O)nnc2-c2ccco2)c1	-9%	-10%	-6.7	-4%	-0.7	2	15%	2%
CCN(CC)C(=S)SC1=CCS(=O)(=O)C1	-10%	-15%	0.4	5%[57.1 µM]	-0.7	10	1%	-7%
COc1cccc2[nH]c3c(N4CCC(C)CC4)ncnc3c12	-5%	-13%	-0.1	3%	-4.2	·	4%	11%
CCn1nnnc1SCC(=O)Nc1nnc(C(C)C)s1	5%	-1%	-1.5	-5%	-0.8	1	1%	-10%
CN(/N=C/c1ccc(O)cc1O)c1nc(-c2ccccc2)cc(-c2ccccc2)n1	1%	-2%	-0.8	2%	-0.5	-2	-2%	-6%

4 entries drawn at random from the list so far, as already listed:
SMILES	EPAC1 antagonist	PLK1 PBD block	CCT chaperon mod	WRN inhibitor	IL-2 act	PI5P4K alpha inh	EPAC2 agonist	EPAC1 ag
CCN(CC)C(=S)SC1=CCS(=O)(=O)C1	-10%	-15%	0.4	5%[57.1 µM]	-0.7	10	1%	-7%
O=S1(=O)N=C(Nc2ccc(N3CCOCC3)cc2)c2ccccc21	7%	-2%	1.9	6%	-2.8	·	-2%	-3%
Cc1ccccc1S(=O)(=O)N1C[C@H]2CON(C)[C@H]2C[C@H]1c1cccc(-c2ccccc2)c1	-7%	0%	-2.1	-7%	-0.2	9	3%	11%
Cc1ccc(/C=N/Nc2ccc(C(=O)O)cc2)s1	-9%	-26%	0.8	-35%	4.4	-23	1%	0%

(more compounds)
SMILES	EPAC1 antagonist	PLK1 PBD block	CCT chaperon mod	WRN inhibitor	IL-2 act	PI5P4K alpha inh	EPAC2 agonist	EPAC1 ag
CCOc1cc2c(cc1OCC)C(C(=O)O)C(c1cc(Br)c(O)c(OC)c1)N(C)C2=O (stereo not given)	-5%	-7%	-0.3	5%[57.1 µM]	-1.6	-5	-5%	-3%
Cc1ccccc1CC1(C)C(=O)Nc2ccc(S(=O)(=O)NC3CCCCC3)cc21 (stereo not given)	-7%	4%	-0.1	-2%	0.9	2	2%	-6%
CCOc1ccc2cc(C3CC(c4ccco4)=NN3S(=O)(=O)c3ccccc3)c(Cl)nc2c1 (stereo not given)	4%	-14%	2.5	-2%	-2.9	-14	18%	9%
Clc1ccc(Cl)c(OCCN2CCOCC2)c1	0%	-1%	-1.4	1%	-0.2	1	9%	3%
COC1CCCCC1Nc1cc(C)ccc1C (stereo not given)	11%	-4%	2.1	-11%[57.1 µM]	-1.9	·	8%	-1%
CC(c1ccncn1)N(C)Cc1nc(Cc2ccccc2F)no1 (stereo not given)	10%	-20%	-3.3	8%	-0.4	5	10%	14%
O=C(NCCCN1CCOCC1)c1ccc(CS(=O)(=O)c2cccc(C(F)(F)F)c2)o1	7%	-5%	-1.0	-5%	-0.5	0	0%	0%
C[C@H]1[C@H](C)CC[C@]2(C)CC[C@]3(C)C(=CC(=O)C4[C@@]5(C)CC[C@H](O)C(C)(C)C5CC[C@]43C)[C@H]12 (stereo not given in full)	-8%	2%	-0.1	-7%	0.0	-4	1%	-19%
Cc1ccc(C(NC(=O)N2CCN(C)CC2)C(Cl)Cl)cc1F (stereo not given)	12%	-15%	-1.3	1%	3.5	1	8%	3%
COC(=O)c1sccc1NC(=O)Cn1nnc(-c2ccc(C)cc2)n1	-1%	-3%	-0.4	-12%	-1.6	·	-2%	-7%
COc1cccc(OC)c1C(=O)OCC(=O)NC1CCCCCC1	-19%	-12%	0.1	-3%	0.0	-1	4%	3%
Cc1cc(CNC(=O)COC(=O)C2CC3CCCC(C2)C3=O)cc(C)c1O (stereo not given)	-3%	-1%	-1.8	-2%	-0.3	0	6%	3%
CCC(NC(=O)Cc1c(C)c2cc3c(cc2oc1=O)OC(C)(C)CC3)C(=O)O (stereo not given)	9%	-15%	-2.5	-8%	0.1	3	-1%	2%

Screens (PubChem)
